# D2 PAM: positively modulates the human D2 dopamine receptor allosterically. P14416. HEK293 T-REx D2, calcium flux, EC20 dopamine potentiation. potentiation, % at 10 µM. actives 0.34% (n = 340,000). AID 485347;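 active means potentiation over 3 SD above the plate norm, cut at about 30% in these data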; further: 0% is about no effect
#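 Calcium flux readout, no-wash dye, 1 read/s. Inducible HEK293 Trex D2 line, overnight 30 C. Compound alone 180 s (agonist flags), then EC20 dopamine, another 180 s to score potentiation.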
# LDHA inh: blocks human lactate dehydrogenase A | actives 0.15% (n = 480,000) | activity change, % (values are at about 110 or 230 µM) | P00338 | purified LDHA, NADH/diaphorase-resazurin fluorescence; stronger effect = lower value; in the data active means activity change below about -30%; inconclusive means mostly about -25% to -30%;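 further: plate controls were DMSO wells for no effect and wells without enzyme for full effect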
#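 Enzyme activity of human lactate dehydrogenase 5 (2 nM; 0.06 mM NADH, 0.2 mM pyruvate, 5 min, RT) is measured via a resazurin/diaphorase fluorescence readout of residual NADH.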
# Vif-APOBEC3G blk: blocks the Vif interaction with human APOBEC3G | actives 0.076% (n = 410,000) | Potency, µM (top dose mostly 46.1 µM), inactives show at the highest dose activity, negative = active, hits mostly inhibitors | HeLa A3G-eYFP + Vif (tagged APOBEC3G with the HIV-1 protein that degrades it), YFP fluorescence, overnight;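 further: potency means the concentration at half of the fitted maximal effect; on the % scale 0 is the no-effect control and ±100 the full control effect; nearly all actives have a fitted effect of over 60% in size; hits raise eYFP signal because A3G escapes Vif-driven loss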
# Target sequence (Q9HC16 whole entry, looked up): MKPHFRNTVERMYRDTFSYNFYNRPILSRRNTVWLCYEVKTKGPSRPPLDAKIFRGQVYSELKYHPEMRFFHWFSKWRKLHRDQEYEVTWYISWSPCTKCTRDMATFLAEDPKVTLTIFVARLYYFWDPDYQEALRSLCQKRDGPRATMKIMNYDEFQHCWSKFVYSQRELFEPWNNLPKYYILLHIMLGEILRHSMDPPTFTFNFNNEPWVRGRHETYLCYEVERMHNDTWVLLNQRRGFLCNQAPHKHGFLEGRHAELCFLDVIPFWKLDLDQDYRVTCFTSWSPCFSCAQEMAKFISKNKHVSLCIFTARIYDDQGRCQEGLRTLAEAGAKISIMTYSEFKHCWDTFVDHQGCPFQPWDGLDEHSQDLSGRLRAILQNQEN
#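 HeLa cells stably expressing Vif and C-terminally eYFP-tagged A3G, seeded overnight at 37 deg C, then exposed to compound by pintool overnight at 37 deg C. Rise in yellow fluorescence (Ex 488/Em 500-530, Acumen) marks blocked Vif-driven A3G degradation.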
# Vif-A3F inh: blocks the Vif interaction with APOBEC3F | actives 0.2% (n = 390,000) | HeLa A3F-eYFP + Vif (tagged APOBEC3F with the HIV-1 protein that degrades it), YFP fluorescence increase | Potency, µM (top dose mostly 46.1 µM), for the others: at the highest dose activity, negative = active; further: potency means the concentration at half of the fitted maximal effect; % of control where 0% means no effect; nearly all actives have a fitted effect of over 65% in size
#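 HeLa cells stably expressing Vif plus C-terminally eYFP-tagged A3F were seeded, incubated overnight at 37 deg C, dosed with compound, incubated overnight again at 37 deg C. Yellow fluorescence (Ex 488/Em 500-530) reported blocked Vif-mediated A3F-eYFP degradation.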
# Glioma ERSR ind: induces the endoplasmic reticulum stress response in human glioma cells. actives 0.02% (n = 420,000). Potency, µM, without a hit: top-dose activation, usual class: activators. AID 602332. U87-MG GRP78 promoter luciferase reporter, 16 h; further: potency means the concentration at half of the fitted maximal effect; series mostly up to about 76 µM; % of control where 0% means no effect; nearly all actives have a fitted effect of over 35% in size
#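 Stably transfected U87-MG human glioma cells carrying a GRP78-based luminescent sensor were seeded at 1000 cells/well, pin-dosed with compounds and incubated 16 h. Luciferase reagent was then added, and end-point luminescence was read after 10 min at room temperature.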
# D1 antagonist: human D1 dopamine receptor antagonism; P21728; HEK293 TREx D1 cells, calcium flux, dopamine EC80; stronger effect = lower value; activity change, negative = inhibition, % at 10 µM; actives 3.2% (n = 360,000); in the data active means activity change below about -30%; further: on the % scale 0 is the no-effect control and ±100 the full control effect
# Target sequence (P21728 whole entry, looked up): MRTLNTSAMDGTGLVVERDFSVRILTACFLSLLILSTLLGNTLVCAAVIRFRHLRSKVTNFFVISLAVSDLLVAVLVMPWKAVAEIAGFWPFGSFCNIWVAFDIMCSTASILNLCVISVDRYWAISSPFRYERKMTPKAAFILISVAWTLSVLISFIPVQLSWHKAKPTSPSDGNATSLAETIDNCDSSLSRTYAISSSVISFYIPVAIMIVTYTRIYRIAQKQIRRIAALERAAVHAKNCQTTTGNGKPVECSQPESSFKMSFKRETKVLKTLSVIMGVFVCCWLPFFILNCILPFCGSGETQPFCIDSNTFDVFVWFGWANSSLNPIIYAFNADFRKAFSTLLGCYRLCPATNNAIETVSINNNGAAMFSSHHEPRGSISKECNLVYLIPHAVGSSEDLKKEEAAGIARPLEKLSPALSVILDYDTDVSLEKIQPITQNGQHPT
#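 HEK293 T-REx cells expressing inducible, force-coupled D1 receptor; no-wash Ca dye, 30–90 min RT. Cmpd → 180 s read at 1 Hz → EC80 DA → 180 s read.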
# D1 agonist: activates the human D1 dopamine receptor | P21728 | HEK293 T-REx D1 cells, calcium flux, agonist mode | activation, % at 2 µM | actives 1% (n = 360,000); in the data active means activation above about 30%; further: 0% is about no effect
#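 Tetracycline-induced HEK293 TREx D1 cells, force-coupled to calcium signalling, were dye-loaded with a no-wash calcium kit. Compound was pin-added after a 10 s baseline. Fluorescence was read kinetically at 1 cycle/s for 180 s, with calcium rises flagged as agonism.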
# RXFP1 agonist: RXFP1 (human) receptor agonism; Q9HBX9; HEK293T-RXFP1 cAMP TR-FRET, 30 min; response scale: percent of porcine relaxin response, buffer zero; Potency, µM (highest dose often 57.5 µM), for the others: at the top dose activation, most hits filed as activators; AID 2676; actives 0.3% (n = 370,000); further: potency means the concentration at half of the fitted maximal effect; on the % scale 0 is the no-effect control and ±100 the full control effect; nearly all actives have a fitted effect of over 60% in size; many of its hits are not listed in these tables
#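 cAMP rise read by TR-FRET after 30 min, 37C compound exposure (up to 58 uM) in RXFP1-transfected HEK293 cells with Ro 20174 present. EC50 from Hill-equation fits, with 29 nM porcine relaxin as 100% and buffer as basal.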
# D1 potentiator: enhances dopamine response at the human D1 receptor; P21728; HEK293 TREx D1 cells, calcium flux, dopamine EC20 potentiation; potentiation, % at 10 µM; actives 0.036% (n = 360,000); AID 504651; in the data active means potentiation above about 30%; further: 0% is about no effect
# Numbers without * were called inactive; ? = inconclusive; . = not tested or not shown. Unless noted, the call rests on the fitted dose curve; in most records, active means well fitted curve in the direction sought with a large enough effect; inconclusive means small, poorly fitted or top-dose-only effect, or another doubt; inactive means no such curve, though single readings can be large; an effect the other way counts as inactive or inconclusive.
SMILES,D2 PAM,LDHA inh,Vif-APOBEC3G blk,Vif-A3F inh,Glioma ERSR ind,D1 antagonist,D1 agonist,RXFP1 agonist,D1 potentiator
CCOC(=O)c1cnc2ccc(Cl)cc2c1Nc1ccc(N2CCOCC2)cc1,-2,0,-3%,-31%,-1%,7,-3,2.0%,0
CCOc1cc(N2CCOCC2)c(OCC)cc1NC1=NCCCCC1,3,21,-3%,-1%,-1%,-13,1,-2.6%,0
CC(C)CNC(=O)c1cccc(NC(=O)C2CCCO2)c1 (centres undefined),-4,-2,3%,-9%,-4%,-3,4,1.3%,-4
CCC(C)NS(=O)(=O)c1ccc(S(=O)(=O)N(CCc2ccc(OC)c(OC)c2)Cc2cccs2)cc1 (centres undefined),2,1,2%,6%,-5%,-1,7,-1.7%,-2
CC(=O)Nc1ccc(S(=O)(=O)N2CCC(C(=O)NCc3ccco3)CC2)cc1,4,0,1%,1%,-4%,-5,2,1.1%,-7
CC1CC2(CC(C)(C(=O)CSc3n[nH]c(-c4ccccc4Cl)n3)OC2=O)C(=O)O1 (centres undefined),-2,3,-9%,5%,-6%,-8,3,-0.7%,1
O=C(O)COc1ccccc1C(Nc1cccnc1)c1cc(Cl)c2cccnc2c1O (centres undefined),.,11,-1%,-2%,-5%,-5,1,-0.5%,-5
O=C1Nc2cc(Cl)c(Cl)cc2N(O)N1c1cccc(Cl)c1,6,-6,-2%,1%,-3%,3,2,-3.2%,-8
Cc1ccc(SC(c2ccc(C)cc2)C(Cn2cncn2)C(=O)c2ccccc2)cc1 (centres undefined),2,-9,-1%,0%,-9%,6,9,-2.8%,-2
Cn1cccc1Cc1nnc(SCC(=O)Nc2cccc(F)c2)n1CCc1ccccc1,-11,4,-3%,2%,-2%,-3,1,-2.2%,4
O=C(O)CCCCCNC(=O)Cn1nnc2ccccc2c1=O,3,-1,1%,-7%,0%,-2,0,2.9%,-5
CCn1nc(C)c(NC(=O)c2cnn3c(C(F)F)cc(-c4ccccc4)nc23)c1C,4,-5,0%,-9%,-3%,18,1,1.2%,4
COCCn1c(SCC(=O)NCc2ccc3c(c2)OCO3)nc2ccccc2c1=O,3,-6,3%,-4%,-2%,-5,4,3.0%,-3
Cn1c(=O)c2c(nc(CN3CCCCC3)n2CCc2ccccc2)n(C)c1=O,0,-2,2%,0%,0%,14,1,5.5%,-6
CCOc1cc(Cl)c(NC(=O)c2ccco2)cc1OCC,-16,-6,0%,-2%,-4%,-3,1,-1.0%,-3
CCC(Cc1ccccc1)NC(=O)Cn1ncc2ccsc2c1=O (centres undefined),12,-7,2%,2%,-2%,4,0,0.5%,2
COc1ccc(C2(c3ccc(OC)cc3)NC(=O)N(CC(=O)Nc3ccc(N4CCOCC4)cc3)C2=O)cc1,-7,3,-5%,2%,-3%,-4,3,-1.1%,1
CN(C(=O)c1ccc(NC(=O)Cc2ccc(NC(=O)C3CCCN(S(=O)(=O)c4cccc([N+](=O)[O-])c4)C3)cc2)cc1)C1CCCC1 (centres undefined),.,-6,3%,5%,2%,.,.,.,.
COc1ccc(OCC(=O)NCc2ccc3c(c2)CCN3C(=O)c2ccc(F)cc2)cc1,11,2,3%,6%,-12%,-2,5,-2.4%,2
CSc1ccccc1C(=O)NCCOc1cccc(C)c1,1,-2,1%,-7%,-5%,-50*,3,1.7%,-4
O=C(Nc1ccccc1Br)C1CC(=O)N(c2ccc3c4c(cccc24)CC3)C1 (centres undefined),-4,0,-29%,-7%,-2%,4,0,-3.0%,-6
CC(=O)c1ccc(NC(=O)CC(C)S(=O)(=O)c2ccc3c(c2)CCN3C(C)=O)cc1 (centres undefined),-6,-1,0%,-5%,-1%,17,2,2.7%,2
CCC(C)NC(=O)c1ccc(CS(=O)(=O)c2ccc(OC)cc2)o1 (centres undefined),17,-4,-1%,1%,-4%,-38*,-1,1.2%,8
COc1cc(-c2cc(C(=O)Nc3ccc(S(N)(=O)=O)cc3)c3ccccc3n2)cc(OC)c1OC,1,-10,-7%,-22%,-8%,-8,9,1.9%,-5
Cc1cc(NC(=O)c2cc(-c3cccs3)nc3ccccc23)no1,0,-1,-15%,0%,-3%,-5,-2,-0.9%,-3
SMILES,D2 PAM,LDHA inh,Vif-APOBEC3G blk,Vif-A3F inh,Glioma ERSR ind,D1 antagonist,D1 agonist,RXFP1 agonist,D1 potentiator
CSC1=NSC2=NC(=O)/C(=C\c3coc4ccccc4c3=O)C(=N)N12,-8,-6,?,?,3%,-48*,306*,0.4%,4
COc1ccc(C)cc1S(=O)(=O)N(CC(=O)Nc1cccc([N+](=O)[O-])c1)c1ccccc1,-2,1,0%,-1%,-3%,11,3,0.8%,-6
COc1ccc(OC)c(-n2c(=S)[nH]c3cc(C(=O)N4CCC(C(N)=O)CC4)ccc3c2=O)c1,-3,2,2%,0%,-4%,3,2,0.4%,-6
N#Cc1ccccc1NC(=O)CSc1n[nH]c(-c2ccco2)n1,-1,1,-4%,-4%,0%,-2,2,0.1%,-1
C=CCOc1ccc(C2C(C(=O)c3ccco3)=C(O)C(=O)N2c2nnc(C)s2)cc1 (centres undefined),-2,0,-3%,-23%,3%,-8,57*,14µM*,1
Cc1ccc[n+](C2C(c3ccc([N+](=O)[O-])cc3)C(C#N)=C([S-])NC2(O)C2CC2)c1 (centres undefined),3,4,1%,0%,0%,7,0,0.8%,-3
O=C(CN(CC1CCCO1)C(=O)CNS(=O)(=O)c1ccc(Cl)cc1)NC1CCCC1 (centres undefined),-2,-3,2%,-27%,-3%,-23,5,0.2%,.
COCCn1c(SCC(=O)NNC(=O)c2ccccc2)nc2ccccc2c1=O,1,-3,-2%,-4%,0%,6,0,-0.2%,4
COc1ccc(-c2nc3c(c(SCC(=O)Nc4ccccc4OC)n2)Cc2cccc(C)c2O3)cc1,-4,-5,-3%,4%,-3%,-4,4,2.9%,0
O=C(CS(=O)(=O)c1cn(Cc2ccc(Cl)cc2)c2ccccc12)N1CCCC1,0,0,1%,2%,-3%,0,6,-0.4%,-3
CCOC(=O)c1cc(C)nnc1C(=O)OCC,.,1,0%,1%,-5%,.,.,.,.
CSc1nccc(Nc2ccccc2)c1C#N,0,-6,-8%,-4%,0%,-1,2,0.8%,-1
O=C1C2C3C=CC(C3)C2C(=O)N1/N=C/c1ccc(-c2ccccc2[N+](=O)[O-])o1 (centres undefined),-34,-2,-6%,-2%,4%,8,1,0.0%,-6
Cc1cc(C)c2cc(C#N)c(SCC(=O)NCC3CCCO3)nc2c1 (centres undefined),13,1,2%,-7%,-4%,8,1,?,-3
COc1ccc2c(c1)C(=O)/C(=C/C=C/c1ccccc1)CC2,-1,10,-12%,-3%,-2%,17,1,-1.3%,1
Cc1cccc(NC(=O)c2cnccn2)c1,-5,-6,2%,11%,5%,-18,0,-3.9%,2
CCN1CCN(C(=O)CN(c2ccc(C)cc2)S(C)(=O)=O)CC1,7,-10,1%,10%,-1%,-3,2,0.1%,-5
Cc1nn(C)c(C)c1CNC(=O)c1cnn2c1NC(c1ccccc1)CC2C(F)(F)F (centres undefined),4,3,-1%,-6%,-1%,-2,1,-0.6%,1
Cc1nnc(SCC(=O)Nc2nc3ccccc3s2)n(N)c1=O,5,-3,0%,2%,-3%,3,2,22%,-2
O=C(NCC1CCN(Cc2ccccc2F)CC1)C1CCCN(c2ncnc3c2nc2n3CCCCC2)C1 (centres undefined),-5,-2,-1%,-2%,2%,-6,0,19%,1
CCOC(=O)N1CCC(NC(=O)c2ccc(CO)c(C(=O)NC3CCN(C(=O)OCC)CC3)c2)CC1,7,0,-5%,0%,-2%,-7,3,1.0%,-3
CCCNC(=O)Cn1c(=O)c2cccn2c2cccnc21,-3,-4,3%,10%,-1%,2,0,-3.1%,-2
COc1ccc(C(=O)c2sc(Nc3cc(Cl)ccc3C)nc2N)cc1OC,4,0,-1%,11%,-3%,51,5,0.3%,-3

# 11 of the compounds above, with two lines to a compound:
# The line under a structure holds: D2 PAM, LDHA inh, Vif-APOBEC3G blk, Vif-A3F inh, Glioma ERSR ind, D1 antagonist, D1 agonist, RXFP1 agonist, D1 potentiator
> O=C1C2C3C=CC(C3)C2C(=O)N1/N=C/c1ccc(-c2ccccc2[N+](=O)[O-])o1 (centres undefined)
  -34, -2, -6%, -2%, 4%, 8, 1, 0.0%, -6
> Cc1cc(C)c2cc(C#N)c(SCC(=O)NCC3CCCO3)nc2c1 (centres undefined)
  13, 1, 2%, -7%, -4%, 8, 1, ?, -3
> COc1ccc2c(c1)C(=O)/C(=C/C=C/c1ccccc1)CC2
  -1, 10, -12%, -3%, -2%, 17, 1, -1.3%, 1
> Cc1cccc(NC(=O)c2cnccn2)c1
  -5, -6, 2%, 11%, 5%, -18, 0, -3.9%, 2
> CCN1CCN(C(=O)CN(c2ccc(C)cc2)S(C)(=O)=O)CC1
  7, -10, 1%, 10%, -1%, -3, 2, 0.1%, -5
> Cc1nn(C)c(C)c1CNC(=O)c1cnn2c1NC(c1ccccc1)CC2C(F)(F)F (centres undefined)
  4, 3, -1%, -6%, -1%, -2, 1, -0.6%, 1
> Cc1nnc(SCC(=O)Nc2nc3ccccc3s2)n(N)c1=O
  5, -3, 0%, 2%, -3%, 3, 2, 22%, -2
> O=C(NCC1CCN(Cc2ccccc2F)CC1)C1CCCN(c2ncnc3c2nc2n3CCCCC2)C1 (centres undefined)
  -5, -2, -1%, -2%, 2%, -6, 0, 19%, 1
> CCOC(=O)N1CCC(NC(=O)c2ccc(CO)c(C(=O)NC3CCN(C(=O)OCC)CC3)c2)CC1
  7, 0, -5%, 0%, -2%, -7, 3, 1.0%, -3
> CCCNC(=O)Cn1c(=O)c2cccn2c2cccnc21
  -3, -4, 3%, 10%, -1%, 2, 0, -3.1%, -2
> COc1ccc(C(=O)c2sc(Nc3cc(Cl)ccc3C)nc2N)cc1OC
  4, 0, -1%, 11%, -3%, 51, 5, 0.3%, -3

# Some of the compounds tested; count on the stated rates, not on these rows.
